SRC1 inh – human NCOA1 inhibition; Q15788; HEK293 GAL4-SRC1 luciferase reporter, luminescence; inhibition, % at 3.6 µM; 0.12% of 360,000 active; AID 588354;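 active means inhibition above the campaign mean plus 3 SD, with each screening campaign given its own cutoff, cut at about 60% in these data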;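 further: 0% = DMSO treated cells and 100% = gossypol at 36 µM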
Target sequence (Q15788 whole entry, looked up, the tested form may be a part): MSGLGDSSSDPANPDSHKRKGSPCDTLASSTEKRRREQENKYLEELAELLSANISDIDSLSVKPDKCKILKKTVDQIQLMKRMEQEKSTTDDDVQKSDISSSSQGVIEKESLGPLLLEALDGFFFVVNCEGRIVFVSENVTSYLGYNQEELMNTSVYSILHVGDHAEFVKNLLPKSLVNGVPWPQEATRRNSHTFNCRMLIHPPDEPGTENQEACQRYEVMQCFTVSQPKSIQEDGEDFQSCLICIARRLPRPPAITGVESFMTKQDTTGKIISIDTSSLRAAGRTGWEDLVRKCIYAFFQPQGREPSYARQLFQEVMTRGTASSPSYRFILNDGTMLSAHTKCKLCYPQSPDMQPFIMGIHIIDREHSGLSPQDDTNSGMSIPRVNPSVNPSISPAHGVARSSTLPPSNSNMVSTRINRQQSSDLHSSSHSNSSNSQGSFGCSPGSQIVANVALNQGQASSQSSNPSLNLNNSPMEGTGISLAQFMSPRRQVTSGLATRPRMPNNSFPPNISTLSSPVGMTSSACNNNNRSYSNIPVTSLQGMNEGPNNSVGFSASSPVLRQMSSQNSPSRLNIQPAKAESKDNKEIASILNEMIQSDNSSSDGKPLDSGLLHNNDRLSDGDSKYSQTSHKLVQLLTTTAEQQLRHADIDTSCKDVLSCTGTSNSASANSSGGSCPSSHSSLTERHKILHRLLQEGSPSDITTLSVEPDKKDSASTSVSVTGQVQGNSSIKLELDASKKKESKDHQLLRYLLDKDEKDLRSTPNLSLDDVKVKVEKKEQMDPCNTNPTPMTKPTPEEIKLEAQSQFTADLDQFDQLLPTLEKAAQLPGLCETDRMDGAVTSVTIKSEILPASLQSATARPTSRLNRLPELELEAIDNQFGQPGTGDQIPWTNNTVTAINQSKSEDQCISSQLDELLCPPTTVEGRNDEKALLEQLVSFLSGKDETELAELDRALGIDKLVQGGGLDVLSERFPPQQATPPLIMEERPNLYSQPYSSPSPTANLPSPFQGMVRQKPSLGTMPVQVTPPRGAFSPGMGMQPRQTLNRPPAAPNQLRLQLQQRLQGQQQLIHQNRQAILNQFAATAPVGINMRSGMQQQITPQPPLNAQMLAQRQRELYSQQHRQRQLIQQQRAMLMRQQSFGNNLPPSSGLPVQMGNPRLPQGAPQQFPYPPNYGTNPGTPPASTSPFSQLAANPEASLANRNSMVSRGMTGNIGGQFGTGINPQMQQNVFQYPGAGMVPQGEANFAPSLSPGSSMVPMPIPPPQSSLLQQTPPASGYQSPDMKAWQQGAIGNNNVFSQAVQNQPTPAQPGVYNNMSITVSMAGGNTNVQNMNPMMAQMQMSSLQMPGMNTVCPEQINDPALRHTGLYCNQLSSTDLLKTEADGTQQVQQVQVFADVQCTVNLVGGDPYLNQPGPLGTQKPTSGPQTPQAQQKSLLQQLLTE
TROY NFkB inh – blocks TROY-dependent signaling in reporter cells | AID 1347056 | Q293 LMP1-TROYcd NF-kB luciferase reporter, 4 h | 0.98% of 360,000 active | inhibition, % at 10 µM;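 active means compounds whose plate-normalised and pattern-corrected inhibition of the luciferase reporter signal at the single screening dose is 50% or more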
NCOA3 inh – inhibitors of human steroid receptor coactivator 3 (SRC3); HEK293 GAL4-SRC3 luciferase reporter, luminescence; inhibition, % at 3.6 µM; 0.17% of 360,000 active;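 active means inhibition above a per-campaign cutoff, the mean of all compounds plus 3 SD, cut at about 60% in these data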;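 further: 0% = DMSO-treated cells and 100% = gossypol-treated cells at 36 µM; higher means less SRC3-driven luciferase light from the GAL4 reporter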
SRC2 inh – human SRC2 (NCOA2) inhibition. Q15596. HEK293 GAL4-SRC2 luciferase reporter, luminescence. inhibition, % at 9 µM. 0.17% of 370,000 active;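 active means inhibition above the mean inhibition of all tested compounds plus 3 SD, set per campaign, cut at about 52% in these data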;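 further: 0% = DMSO treated cells and 100% = cells given Gossypol at 36 µM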
KKLEB cytotox – CF airway cell cytotoxicity counter-screen; activity change (cytotoxicity), % at 5 µM; KKLEB CF airway cells viability, ATPlite luminescence, overnight; active compounds read low; cells stimulated with P. aeruginosa culture filtrate; AID 602141; 0.36% of 360,000 active;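 active means corrected activity change at or below -50% at 5 µM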
TWEAK Fn14 block – blocks TWEAK-Fn14 interaction in a reporter cell assay; TWEAK-stimulated Fn14 reporter cells, luciferase luminescence, 8 h; inhibition, % at 10 µM; 2% of 360,000 active; in the data active means inhibition above about 50%
C8 TRAIL sens – caspase-8 TRAIL sensitization; AID 624354; inhibition (viability loss, TRAIL sensitization), % at 10 µM; NB7+C8 cells + TRAIL, ATPlite viability luminescence; 1% of 360,000 active;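 active means compounds causing at least 50% loss of cell viability in the single-dose screen, relative to plate controls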
CF NFkB inh – inhibitors of cystic fibrosis induced NF-kB; KKLEB NF-kB-GFP reporter, PAF-induced, GFP fluorescence overnight; inhibition, % at 5 µM; 0.86% of 360,000 active; AID 588850;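 active means at least 50% inhibition at 5 µM, scaled per plate between neutral and stimulator controls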;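 further: PAF is a Pseudomonas aeruginosa culture filtrate used as stimulus; plate controls were PAF-stimulated DMSO wells for no effect and unstimulated DMSO wells for full effect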
NR5A2 inv ag – NR5A2 inverse agonism in reporter assay; O00482; HEK293T StAR-luciferase reporter, LRH-1 transfected, 24 h; inhibition, % at 3.6 µM; 0.13% of 360,000 active;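 active means inhibition above the mean inhibition of all tested compounds plus 3 SD, cut at about 73% in these data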;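 further: 0% = DMSO wells and 100% = reporter-only cells lacking LRH-1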
NR2F2 inh – NR2F2 (human) inhibition, primary screen; HEK293T NGFI-A luciferase reporter, luminescence; P24468; 0.7% of 370,000 active; inhibition, % at 8.6 µM; AID 686940;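 active means inhibition above a per-plate cutoff, mean inhibition of test wells between control levels plus 3 SD, cut at about 38% in these data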;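 further: cells cotransfected with COUP-TFII expression vector driving the NGFI-A reporter; 0% = median of COUP-TF2 test wells and 100% = reporter-only cells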
EBV LMP1 NFkB – Epstein-Barr LMP1 NF-kappaB reporter inhibition. 0.69% of 350,000 active. LMP1-induced NF-kappaB luciferase reporter cells, luminescence. inhibition, % at 12.5 µM; in the data active means inhibition above about 41%;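 further: 0% = neutral control wells and 100% = reference inhibitor control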
An asterisk follows results filed as active; . = not tested or not shown.

Molecule	SRC1 inh	TROY NFkB inh	NCOA3 inh	SRC2 inh	KKLEB cytotox	TWEAK Fn14 block	C8 TRAIL sens	CF NFkB inh	NR5A2 inv ag	NR2F2 inh	EBV LMP1 NFkB
O=C(NCc1ccc(C(=O)O)cc1)OCc1ccccc1	-1.6	-8.8	1.2	-9.0	-6.6	-1.9	2.9	9.9	-13.4	-0.6	0.9
CCc1c(C)nc(SCC(=O)Nc2ccc(Br)cc2)[nH]c1=O	-9.6	-21.3	7.0	1.1	-3.8	-16.7	14.5	-17.4	5.1	-11.8	2.6
Cc1nc2ccccc2nc1N1CCC(C)CC1	-9.1	-37.1	1.8	-5.0	2.3	5.7	23.7	3.5	7.3	11.2	-13.8
CCn1c(NCc2ccc(OC)cc2)nc2ccccc21	-9.9	-6.2	-9.0	-1.3	0.4	-8.7	-2.7	-4.3	-26.1	3.2	-6.2
Cc1ncccc1C(=O)N1CCCC(CCC(=O)N2CCN(c3ccccn3)CC2)C1 (stereo not drawn)	-0.2	4.3	-3.8	-23.1	-15.2	6.9	-2.6	3.6	11.0	9.7	-8.1
COc1ccc(N(C)S(=O)(=O)c2cccc(C(=O)NCc3ccc(C)cc3)c2)cc1	-13.8	10.2	5.3	1.4	-1.8	22.3	10.1	-0.6	-1.0	-5.6	-4.4
c1ccn2c(CNc3ncnc4sccc34)nnc2c1	-20.8	-2.0	-0.9	3.9	1.9	-5.7	-12.1	-11.6	14.1	10.4	-12.4
CC(C#N)(NC(=O)CN1CCN(S(=O)(=O)c2cc(C(F)(F)F)ccc2Cl)CC1)C1CC1 (stereo not drawn)	0.2	-21.7	-1.8	8.7	-24.9	-8.3	5.8	17.9	26.7	-17.9	5.1
CC(=O)c1ccc2c(c1)CC(C)C(=O)N2C (stereo not drawn)	-3.6	1.2	11.3	1.0	-16.3	0.9	24.4	-1.0	18.7	-13.5	-0.6
O=C(Cn1c(COc2ccccc2)nc2ccccc21)Nc1cc(Cl)cc(Cl)c1	-21.7	-10.8	-2.7	0.0	-8.8	-29.4	0.5	10.5	-17.2	0.3	-1.3
Cc1ccc(S(=O)(=O)Nc2cccc(C(=O)NCC3CCCO3)c2)cc1F (stereo not drawn)	-7.9	4.3	-35.9	-2.2	6.4	13.3	0.5	-13.9	25.4	2.7	7.5
O=C(O)/C=C/c1cn(-c2ccccc2)nc1-c1cccs1	-0.7	-6.6	-12.3	-19.0	-4.3	-0.8	-17.0	-0.6	-16.4	-18.3	-3.8
CCCC(=O)NCCCCNC(=O)CCC	4.6	-6.5	6.1	-6.5	0.3	-16.4	5.2	3.3	15.6	3.9	-0.8
Cc1ccc(C(C(=O)NC2CCCC2)N(C(=O)Cc2cccs2)c2ccc3c(c2)OCCO3)cc1 (stereo not drawn)	-36.4	11.0	-2.6	-4.3	-22.8	-0.1	-5.7	18.2	17.7	-1.0	-3.3
O=C(C=Cc1ccco1)c1ccc2ccccc2c1	-67.7	0.8	-55.2	-31.6	-9.8	26.7	11.3	-34.6	-19.5	-31.9	-11.6
NCCc1nnc(SCc2c(Cl)cccc2Cl)o1	-4.6	8.1	17.3	-26.2	-1.1	7.8	-2.4	-9.4	-12.2	4.1	3.0
O=C(O)c1ccc(CNCc2ccccc2Cl)cc1	-55.6	-3.9	21.1	-23.4	1.6	-4.4	-25.9	3.8	-3.3	5.0	-2.6
Cn1c(-c2ccc(C(C)(C)C)cc2)n[nH]c1=S	-20.6	-63.9	-1.8	-18.7	4.3	-22.9	9.4	-0.9	-27.6	-9.3	-0.4
CCNc1nc(NCC)n2c(SCC(=O)Nc3ccccc3C(F)(F)F)nnc2n1	28.8	22.9	10.4	-42.3	-20.5	-1.9	5.2	18.1	16.1	-3.2	8.3
CCOC(=O)N1CCN(CC(=O)Nc2nc3ccccc3s2)CC1	-13.5	8.9	-1.1	17.7	-3.7	-2.0	-22.5	13.2	-3.6	15.4	31.9
Cc1cccc(-c2oc3ccc(-c4ccc5c(c4)OCO5)cc3c2-c2ccc(OC3CCCCO3)cc2)c1 (stereo not drawn)	-15.1	5.9	-10.1	-22.7	0.1	2.4	12.3	13.1	10.9	9.4	-8.2
CN(C)CCCNC(=S)N(CCN(C)C)Cc1cc2cc3c(cc2[nH]c1=O)OCCO3	14.6	11.6	-25.4	13.6	6.3	-11.8	9.0	11.4	-1.4	7.3	8.1
CCCCN(C(=O)C1CC(=O)N(c2ccc3c(c2)OCCO3)C1)c1c(N)n(CC(C)C)c(=O)[nH]c1=O (stereo not drawn)	-26.6	-6.2	8.0	10.1	1.6	0.8	-9.4	4.6	10.3	-3.8	0.0
CC(C(=O)O)N(c1ccccc1Cl)S(C)(=O)=O (stereo not drawn)	0.3	6.3	4.9	15.8	7.1	-6.3	15.6	-9.9	8.8	0.5	-4.3
CC(=O)Nc1ccc2nc(NC(=O)COc3ccccc3C)sc2c1	-21.1	20.3	-5.5	-15.7	-13.8	-3.6	-15.5	1.9	-23.3	-17.4	-1.4
Nc1nc(C2CCOCC2)cs1	4.6	8.8	-5.0	-11.4	-4.1	-0.2	7.7	26.6	-11.2	-6.6	6.8
O=C(NC(Cc1ccccc1)C(=O)O)/C(=C/c1ccccc1)NC(=O)c1cccc(Br)c1 (stereo not drawn)	0.4	5.1	-4.1	-38.0	20.2	13.4	-6.6	-11.7	15.7	-8.8	21.4
Nc1cc(S(=O)(=O)Nc2ccccc2Cl)ccc1N1CCCC1	-24.2	-12.6	8.2	12.9	6.3	9.5	-0.4	-12.6	0.0	7.4	10.8
Cc1ccc(/C=N/NC(=O)C(C)Oc2ccccc2[N+](=O)[O-])s1 (stereo not drawn)	9.0	-53.2	-4.0	-25.8	1.0	-5.1	-6.6	-8.6	3.4	0.4	-2.8
COc1ccc(CCNC(=O)Cn2ccc3cc(S(=O)(=O)N4CCCC4)ccc32)cc1OC	-12.7	-24.8	-4.4	-15.8	-18.0	-0.9	-8.0	-6.3	-9.1	5.5	3.1
O=C(NCCN1CCCCCC1)C1CC(=O)N(CCc2ccccc2)C1 (stereo not drawn)	-10.7	-8.8	-3.5	1.8	9.3	4.1	-27.2	10.7	6.7	-1.9	3.4
Cc1nnsc1C(=O)N/N=C/c1c(F)cccc1Cl	-17.6	-13.7	2.9	-6.2	5.0	32.5	-0.3	-13.8	-6.9	-10.3	9.9
Cc1ccc(NC(=O)C(c2ccccc2)N2CCN(CC(=O)N3CCOCC3)CC2)cc1Cl (stereo not drawn)	4.2	-16.4	-11.9	21.4	-0.6	-3.9	6.7	6.0	10.7	-10.0	7.2
COc1ccccc1-n1cnc2sc(-c3ccccc3)cc2c1=O	-32.7	-28.8	-33.3	-4.5	5.2	-15.9	7.8	9.0	-5.9	-9.9	-32.1
Cc1c(C(=O)OCC(=O)N2CC(=O)Nc3ccccc32)oc2ccccc12	8.2	-6.2	-8.3	4.1	-19.1	-0.2	-5.8	-5.0	17.3	8.9	-3.3
CC(=O)[C@@]1(O)CC[C@H]2[C@@H]3CCC4=CC(=O)CC[C@]4(C)[C@H]3[C@@H](O)C[C@@]21C	-2.3	2.1	-34.0	-27.8	30.5	-13.3	-7.1	47.5	-8.8	-21.4	55.5*
CCn1c(C)nc2c1C(=O)c1ccccc1C2=O	-28.5	4.9	1.5	-2.1	-6.4	-24.3	-1.5	0.2	-4.5	-1.2	-1.4
CC(C)(Oc1ccc(Cl)cc1)C(=O)Nc1ncccn1	8.4	7.1	7.3	-8.6	4.7	-38.6	-16.8	1.5	2.1	1.7	-3.5
COc1ccc(/C=C2\CN(Cc3ccccc3)C/C(=C\c3ccc(OC)cc3OC)C2=O)c(OC)c1	-11.3	-8.0	-2.1	7.2	-0.6	44.5	27.3	3.5	-25.5	12.2	-7.3
O=C(Nc1ccc(-c2nc3ccccc3[nH]2)cc1)c1ccc(N2C(=O)CCC2=O)cc1	2.2	5.3	1.7	0.4	-1.2	12.0	20.2	-11.5	-14.5	12.8	-5.3
CCOc1ccc(N2CC(C(=O)NC3=NCCS3)CC2=O)cc1 (stereo not drawn)	5.4	-10.8	-6.2	4.9	-20.6	3.6	-2.9	23.7	-1.7	-2.3	-17.7
CS(=O)(=O)NN1C(=O)c2ccccc2NC1c1ccccc1O (stereo not drawn)	-5.6	-28.4	1.4	9.4	3.4	-9.1	-7.3	-20.3	4.4	8.1	1.4
CC(C)c1nc(=S)n(-c2ccccc2)[nH]1	5.8	67.7*	-7.3	-9.3	-1.9	22.5	-4.3	9.2	-1.9	-0.2	-38.5
COc1ccc(NC(=O)C2CCCN2C(=O)Nc2cccc(F)c2)cc1 (stereo not drawn)	-10.9	6.2	3.5	-52.9	0.9	16.3	-37.7	8.6	-11.0	2.6	-4.7
CCOc1ccc(S(=O)(=O)N(CC(N)=O)c2ccc(C)cc2)cc1	10.3	5.6	10.4	13.3	-6.9	10.9	-19.2	7.5	0.7	7.1	-7.7
Cc1ccc(CNC(=O)C(=O)NCC2OCCCN2S(=O)(=O)c2cccs2)cc1 (stereo not drawn)	-0.9	10.6	-6.5	16.8	-1.9	-20.2	-2.0	-30.5	9.3	-11.4	2.0
CC1(C(=O)NCc2cccc3ccccc23)CCN1Cc1cccc2c1OCO2 (stereo not drawn)	18.7	8.8	5.7	-5.4	7.6	1.2	11.0	6.4	-15.5	17.9	.
O=C(CSc1ccc([N+](=O)[O-])cc1)Nc1cccc(S(=O)(=O)Nc2ccccc2F)c1	-21.0	28.5	-0.2	-2.5	7.7	30.4	0.1	12.4	26.1	13.8	-4.4
Nc1ncnc(N(c2ccccc2)C2CCCCC2)c1[N+](=O)[O-]	20.0	27.1	29.6	16.6	-16.2	44.9	-10.3	47.0	-0.9	-9.9	10.8
C/C(N)=C(/C#N)C(=O)COC(=O)c1ccccc1Cc1ccccc1	2.8	-6.2	3.7	-0.1	-18.0	14.8	-0.2	4.9	-7.6	-6.6	-16.7
CCCCn1nnnc1NCc1cccs1	7.3	7.8	-3.1	-14.9	-0.8	-5.4	-4.4	-6.2	12.8	-2.3	2.6
CC(C)NC(=O)N1CCC(c2nc3ccccc3s2)CC1	-16.9	6.7	6.0	-15.6	1.0	-4.1	-4.9	-4.7	-3.3	-0.1	-2.6
O=C(CN1C(=O)C(=O)N(Cc2ccco2)C1=O)NC1CCCCC1	-14.7	5.2	13.7	22.6	-0.6	3.3	-8.8	5.0	-3.7	22.8	-5.6
OCCNc1ncnc2c1ncn2[C@H]1CN(C2CCCC2)C[C@@H](CO)O1	9.9	-5.3	-3.7	7.0	-6.7	11.1	-13.3	3.8	17.0	-6.5	.

Part of the list above in order of number of heavy atoms, high to low.
Molecule	SRC1 inh	TROY NFkB inh	NCOA3 inh	SRC2 inh	KKLEB cytotox	TWEAK Fn14 block	C8 TRAIL sens	CF NFkB inh	NR5A2 inv ag	NR2F2 inh	EBV LMP1 NFkB
COc1ccc(/C=C2\CN(Cc3ccccc3)C/C(=C\c3ccc(OC)cc3OC)C2=O)c(OC)c1	-11.3	-8.0	-2.1	7.2	-0.6	44.5	27.3	3.5	-25.5	12.2	-7.3
CS(=O)(=O)NN1C(=O)c2ccccc2NC1c1ccccc1O (stereo not drawn)	-5.6	-28.4	1.4	9.4	3.4	-9.1	-7.3	-20.3	4.4	8.1	1.4
Cc1nnsc1C(=O)N/N=C/c1c(F)cccc1Cl	-17.6	-13.7	2.9	-6.2	5.0	32.5	-0.3	-13.8	-6.9	-10.3	9.9

Bioassay records as filed in PubChem.
